Source: PubChem BioAssay (several laboratories)
Hep lipid drop: inhibitors of hepatocyte lipid droplet formation, primary screen, imaging, high-throughput imaging, BODIPY stain. AID 1656, 2009. AML12 mouse hepatocytes, oleate lipid droplets. actives 0.4% (n = 240,000). inhibition, % at 6.5 µM;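 active = lipid droplet intensity inhibited by at least 50%, with more than 500 cells counted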
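Material – AML12 mouse liver cells · Also added – oleate loading, 100 µM · Compound dosing – 6.5 µM single-point dosing · Times – overnight treatment with compound plus oleate · Measured by – fluorescence imaging, 20x objective, two fields per well · Read-out – percent inhibition of filter-corrected integrated lipid droplet intensity per well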
T cell HTS: modulators of CD8 T cell-vesicle binding, primary screen, mouse 2C CD8+ T cells, flow cytometry; actives 0.068% (n = 330,000); AID 2052, 2009; calls only at 7 µM; 2C CD8+ T cell-vesicle binding; stronger effect = lower value;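 active = response, share of CD8 T cells binding vesicles, and their 90th percentile fluorescence all below set limits, cut at about 80% in these data, passing the limit was not always enough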
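Test system: purified 2C TCR transgenic mouse naive CD8+ T cells. Probe or stimulus: QL9-peptide-loaded Drosophila micro-vesicles bearing Ld, ICAM-1 and B7-1. Incubation: binding step 1.5 h, 37 °C, antibody labelling 20 min, ice. Measured by: flow cytometry of vesicle-bound cells.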
Insulin prom up: insulin promoter activators in MIN6 cells, imaging, high-content screening, mouse beta cells | MIN6 insulin promoter-GFP reporter; stronger effect = higher value | z-score at 5 µM | actives 0.3% (n = 190,000);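 active = z-score above 3 at 5 µM with at least 500 cells counted in the well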
Autophagy mod: autophagy modulators in MEF cells, primary screen, imaging, high-content, MEF GFP-LC3; actives 0.98% (n = 190,000); AID 463193, 2010; MEF GFP-LC3 puncta imaging; test concentration mostly 10 µM; calls only at 10 µM (by protocol);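 active = percentage of spot-positive cells more than 3 SD above its plate mean, without a fluorescence outlier flag or 80% toxicity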;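 also: spot-positive cell cutoff set from DMSO-treated cells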
WT yeast gro inh: growth inhibition of WT strain, primary screen, mitochondrial fusion inhibitor project, WT and mutant strains, chemical genetic; mitochondrial fusion phenotypic screen; AID 1362, 2008; actives 2.1% (n = 190,000); inhibition, % at 10 µM; in the data active = inhibition above about 58%; tested in S. cerevisiae
Myeloid diff MLP: induction of myeloid progenitor differentiation, primary screen, cell-based, flow cytometry, MLPCN library | ER-HoxA9 myeloid progenitors, lysozyme-GFP differentiation | AID 624256, 2012 | calls only at 10 µM | actives 1% (n = 360,000);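 active = normalized GFP-positive differentiation at or above the plate's own cutoff, the solvent-only control mean plus 3 SD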;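 also: cells exposed to compound for four days before flow analysis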
MT stabilizer: microtubule stabilizers in HeLa cells, primary screen, imaging, high-content imaging. HeLa tubulin immunostaining HCS, 24 h; share of cells brighter than vehicle mean+2SD. % tubulin-high responders, % at 10 µM. actives 0.83% (n = 200,000). AID 2205, 2009;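 active = plate Z-score above 3 for both tubulin-high and condensed-nucleus cell shares, with cell loss under 80%, at 10 µM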;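 also: anti alpha tubulin signal scored within the nucleus-defined area of each cell; some results filed as inactive read as strong as hits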
bCat nuc transl: modulators of beta-catenin nuclear translocation, primary screen, imaging, HeLa cells, immunofluorescence, high-content; AID 1665, 2009; actives 0.3% (n = 190,000); nuclear translocation activity, % at 5 µM;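 active = nuclear translocation activity above 50% at 5 µM, with a well cell count of 50 or more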;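 also: per-cell ratio of nuclear to cytoplasmic median beta-catenin stain intensity; plate controls were DMSO negative control for no effect and GSK-3 inhibitor IX positive control for full effect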
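Signal – beta-catenin immunofluorescence imaging with DAPI · Test system – human HeLa cell line · Dosing – 5 µM primary single dose, 0.1% DMSO, 0.02–20 µM confirmation series · Measure – % activation, nuclear-to-cytoplasmic median beta-catenin signal ratio per cell · Incubation – 24 h compound exposure at 37°C, 5% CO2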
West Nile virus CPE: West Nile virus antiviral activity, cell-based, CPE readout (AID 1621) | actives 0.02% (n = 290,000) | CPE inhibition, % at 10 µM; hits with a dose series show IC50 in µM | West Nile virus-infected cells, CPE inhibition; higher % means a stronger effect; in the data active = a potency from the dose series; also: strong numbers were not always called active
WT yeast gro inh mutant strain: further read-out of WT yeast gro inh, marked with its call; inhibition, %; mitochondrial fusion phenotypic screen, mutant strain inhibition
Insulin prom up cell count: further read-out of Insulin prom up, marked with its call; cell count; measured here: cytotoxicity, nuclei count;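 total cells summed across four imaged fields per well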
Hep lipid drop cells 6.5 µM: recorded beside Hep lipid drop, whose call it bears; cell count; measured here: cell count, cytotoxicity flag;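 cells counted across two imaged fields per well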
bCat nuc transl cell count 5 µM: further read-out of bCat nuc transl, marked with its call; cell count; measured here: cell count, cytotoxicity flag
T cell HTS vesicle-bound %: also measured in T cell HTS; calls as there; double positive events, %; measured here: CD8+ vesicle-bound cell fraction;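 binding gate set so that unloaded-vesicle control wells show 10% double positive cells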
MT stabilizer Hoechst-high %: further read-out of MT stabilizer, marked with its call; % Hoechst-high responders; measured here: nuclear condensation Hoechst responders;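 share of cells brighter than vehicle mean plus two SD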
MT stabilizer cytotoxicity %: also measured in MT stabilizer; calls as there; toxicity, %; measured here: cytotoxicity by cell density;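 0% = mean cell density of plate MIN control wells and 100% = no cells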
Autophagy mod cell loss 18 h: further read-out of Autophagy mod, marked with its call; toxicity, %; measured here: cell loss, nuclei count;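 cell loss after 18 h compound exposure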
Myeloid diff MLP GFP+ MAC1+ %: second read-out of Myeloid diff MLP, no call of its own (marks repeat the call); GFP+ MAC1+ double positive, %; measured here: differentiation confirmed by MAC1 staining
Active calls of the source: *; i = inactive; · = no result given. A portion of the library. The share of hits here may be higher or lower than overall.

SMILES | Hep lipid drop | Hep lipid drop cells 6.5 µM | T cell HTS | T cell HTS vesicle-bound % | Insulin prom up | Insulin prom up cell count | Autophagy mod | Autophagy mod cell loss 18 h | WT yeast gro inh | WT yeast gro inh mutant strain | Myeloid diff MLP | Myeloid diff MLP GFP+ MAC1+ % | MT stabilizer | MT stabilizer Hoechst-high % | MT stabilizer cytotoxicity % | bCat nuc transl | bCat nuc transl cell count 5 µM | West Nile virus CPE
Cc1nc2ccccc2c(=O)n1-c1ccccc1C(F)(F)F | · | · | i | 44 | 0.6 | 1255 | i | 18 | 4 | 10 | i | 12 | 3.1 | 1.7 | 2.1 | -1.9 | 1352 | -0.1%
O=C1CN=C(c2ccc(Cl)cc2)c2oc3ccccc3c2N1 | 18 | 765 | i | 44 | 0.29 | 1045 | · | · | · | · | i | 0.7 | · | · | · | -0.5 | 1319 | -0.9%
COc1cccc(CCNCc2ccc(SC)cc2)c1 | -36 | 620 | i | 7 | 1 | 1239 | i | 10 | 16 | 33 | i | 0.5 | 3.0 | 2.4 | 4.3 | · | · | -0.7%
O=C(CN1CCCCC1)c1ccc(F)cc1 | 8 | 718 | i | 41 | -0.13 | 1019 | · | · | · | · | i | 1.3 | · | · | · | -0.3 | 1299 | -0.1%
Cc1ccc(N/N=C/c2c(O)n(-c3ccccc3)c(=O)[nH]c2=O)cc1 | -3 | 730 | i | 40 | -0.7 | 1167 | i | 15 | 52 | 44 | i | 0.9 | 2.3 | 1.9 | 12 | 3.3 | 1009 | -0.9%
c1ccc2sc(NC3=NCCN3)nc2c1 | 9 | 746 | i | 37 | 0.53 | 1151 | i | 9 | 78 | 79 | i | 0.4 | 4.1 | 3.4 | 4.4 | -0.5 | 534 | -0.1%
CC12CN3CC(C)(CN(C1)C3c1cccs1)C2=O (configuration not stated) | 5 | 655 | i | 52 | -1.3 | 1609 | i | 17 | 13 | 1 | i | 1.3 | 4.1 | 2.0 | 5.8 | 3.8 | 925 | 0.8%
CCC(=NCC1CCCO1)c1c(O)n(-c2ccccc2C)c(=O)[nH]c1=O (configuration not stated) | -55 | 664 | i | 28 | 0.17 | 1478 | · | · | · | · | i | 0.5 | · | · | · | -0.3 | 1369 | -1.0%
O=C(CN1CCCCC1)c1ccc2c(c1)OCO2 | 20 | 727 | i | 33 | -0.06 | 1119 | · | · | · | · | i | 0.4 | · | · | · | -1.6 | 1359 | 0.0%
CN(C)S(=O)(=O)c1cc(C(=O)N2CCC(C(=O)O)(c3ccccc3)CC2)ccc1Cl | 1 | 785 | i | 29 | · | · | · | · | · | · | i | 0.5 | · | · | · | · | · | 0.0%
COC(=O)C1(C(=O)O)Cc2cc([N+](=O)[O-])ccc2N2CCCC21 (configuration not stated) | 20 | 414 | i | 32 | · | · | · | · | · | · | i | 0.5 | · | · | · | · | · | 0.4%
CC(C)n1c(=O)c(C=Nc2ccc(F)cc2)c(O)n(Cc2ccco2)c1=O | 11 | 634 | i | 56 | -0.34 | 1237 | i | -53 | 25 | 19 | i | 0.6 | 1.8 | 2.1 | 1.3 | 2.4 | 518 | -1.1%
COc1c(O)ccc2c1-c1c3c(cc4c1C(C2)N(C)CC4)OCO3 (configuration not stated) | 7 | 684 | i | 46 | -0.12 | 1243 | i | 3 | -12 | -23 | i | 1.3 | 3.0 | 3.3 | 15 | · | · | 0.1%
CCOC(=O)c1c(NC(NC(=O)CF)C(Cl)(Cl)Cl)sc2c1CCCC2 (configuration not stated) | -21 | 751 | i | 1 | -0.15 | 1331 | i | -8 | 69* | 31* | i | 1.1 | 3.6 | 3.5 | 8.8 | -0.2 | 564 | -1.5%
CSc1ccccc1C(=O)C1CCCN(Cc2ccn[nH]2)C1 (configuration not stated) | -3 | 661 | i | 51 | · | · | i | 5 | 13 | 2 | i | 0.4 | 1.4 | 1.8 | 6.3 | 1.0 | 927 | -1.4%
O=c1cccc2n1CC1CC2CN(c2nc(N3CCCCC3)nc(N3CCCCC3)n2)C1 (configuration not stated) | 10 | 681 | i | 61 | -0.21 | 1166 | i | 4 | 1 | -7 | · | · | 2.8 | 2.5 | 6.4 | -1.0 | 1069 | -0.3%
O=C(C1CCC(=O)N1Cc1ccc(F)cc1)N1CCC2(CC1)OCCO2 (configuration not stated) | · | · | i | 37 | 2 | 1289 | i | 9 | 15 | 6 | i | 0.6 | 2.8 | 1.8 | 0.5 | -2.1 | 1375 | 1.4%
CN(C)C(Cc1ccccc1)C(=O)c1ccccc1 (configuration not stated) | 0 | 695 | i | 51 | 0.38 | 1314 | i | 18 | -9 | 3 | i | 1.3 | 3.3 | 2.6 | 0.3 | -1.2 | 947 | 0.2%
O=c1[nH]c(=S)[nH]c(O)c1N=Nc1cccc(S(=O)(=O)N2CCOCC2)c1 | -3 | 767 | i | 25 | -0.31 | 1173 | · | · | · | · | i | 0.6 | · | · | · | -0.6 | 1303 | 0.8%
NCCCCCC(=O)OC1N=C(c2ccccc2Cl)c2cc(Br)ccc2NC1=O (configuration not stated) | -2 | 752 | i | 38 | · | · | i | 14 | 0 | 0 | i | 1.8 | 5.6 | 1.7 | 4.3 | 1.1 | 520 | -0.6%

In a second layout: results already given.
Every second line gives: Hep lipid drop | Hep lipid drop cells 6.5 µM | T cell HTS | T cell HTS vesicle-bound % | Insulin prom up | Insulin prom up cell count | Autophagy mod | Autophagy mod cell loss 18 h | WT yeast gro inh | WT yeast gro inh mutant strain | Myeloid diff MLP | Myeloid diff MLP GFP+ MAC1+ % | MT stabilizer | MT stabilizer Hoechst-high % | MT stabilizer cytotoxicity % | bCat nuc transl | bCat nuc transl cell count 5 µM | West Nile virus CPE
COC(=O)C1(C(=O)O)Cc2cc([N+](=O)[O-])ccc2N2CCCC21 (configuration not stated)
  20 | 414 | i | 32 | · | · | · | · | · | · | i | 0.5 | · | · | · | · | · | 0.4%
O=C(C1CCC(=O)N1Cc1ccc(F)cc1)N1CCC2(CC1)OCCO2 (configuration not stated)
  · | · | i | 37 | 2 | 1289 | i | 9 | 15 | 6 | i | 0.6 | 2.8 | 1.8 | 0.5 | -2.1 | 1375 | 1.4%

As entered above:
For MT stabilizer Hoechst-high %, CN(C)C(Cc1ccccc1)C(=O)c1ccccc1 (configuration not stated) shows 2.6
For MT stabilizer cytotoxicity %, O=c1cccc2n1CC1CC2CN(c2nc(N3CCCCC3)nc(N3CCCCC3)n2)C1 (configuration not stated) shows 6.4

New compounds follow
SMILES | Hep lipid drop | Hep lipid drop cells 6.5 µM | T cell HTS | T cell HTS vesicle-bound % | Insulin prom up | Insulin prom up cell count | Autophagy mod | Autophagy mod cell loss 18 h | WT yeast gro inh | WT yeast gro inh mutant strain | Myeloid diff MLP | Myeloid diff MLP GFP+ MAC1+ % | MT stabilizer | MT stabilizer Hoechst-high % | MT stabilizer cytotoxicity % | bCat nuc transl | bCat nuc transl cell count 5 µM | West Nile virus CPE
CC(=O)OC1(c2ccccc2)CC(C(C)(C)C)CN(C(C)(C)C)C1 (configuration not stated) | 0 | 678 | i | 31 | -0.57 | 1330 | i | -3 | -5 | -4 | i | 0.4 | 4.6 | 2.2 | 7.3 | -0.6 | 581 | 0.3%
Cn1c(O)c(C=Nc2ccccc2-c2ccccc2)c(=O)n(C)c1=O | 8 | 696 | i | 11 | -0.14 | 980 | · | · | · | · | i | 0.7 | · | · | · | 0.2 | 1312 | 1.4%
Cc1ccsc1C(=O)C1CCCN(Cc2c(C)nn(C(C)C)c2C)C1 (configuration not stated) | -5 | 716 | i | 24 | 0.45 | 1492 | i | 31 | 17 | 10 | i | 0.0 | 2.9 | 2.4 | 3.5 | -2.8 | 960 | -1.7%
CC(C)Oc1cc(-n2c(=S)[nH]c3ccccc3c2=O)c(Cl)cc1Cl | · | · | i | 7 | · | · | i | 23 | 60* | 50* | i | 1.2 | 2.4 | 1.5 | 3.7 | · | · | 0.1%
Cc1cccc2c1N(N=O)CCC2 | -1 | 583 | i | 53 | 0.06 | 1225 | i | 12 | -15 | -20 | i | 0.7 | 2.0 | 0.8 | 6.2 | 1.8 | 471 | -0.3%
CCn1c(O)c(C=Nc2ccc(S(N)(=O)=O)cc2)c(=O)[nH]c1=S | 3 | 669 | i | 39 | 0.28 | 1253 | i | 6 | -10 | 10 | i | 0.9 | 2.1 | 2.1 | 2.5 | -1.3 | 507 | -0.1%
COC(=O)CN1C(=O)C2(C(C(=O)OC)=C(N)Oc3ccccc32)C2=C1CC(C)(C)CC2=O (configuration not stated) | -7 | 758 | i | 13 | 0.44 | 903 | i | 1 | -9 | -13 | i | 0.8 | 2.1 | 2.1 | 7.7 | · | · | 0.2%
CCN(CC)c1ccc(CN2CC=C(c3ccc(F)cc3)CC2)cc1 | -1 | 710 | i | 26 | 0.95 | 930 | i | -31 | 52 | 54 | i | 0.4 | 3.3 | 2.9 | 8.4 | 1.2 | 1122 | -0.4%
O=S(=O)(c1ccc(Cl)cc1Cl)N1CCCC1c1cccnc1 (configuration not stated) | -20 | 604 | i | 27 | -0.25 | 1078 | · | · | · | · | i | 0.7 | · | · | · | 0.5 | 1267 | -0.6%
Cc1cccc(NP(=O)(Oc2ccccc2)Oc2ccccc2)c1C | -33 | 770 | i | 28 | · | · | · | · | · | · | i | 1.5 | · | · | · | · | · | -0.1%
Cc1ccc(-n2nc(C)c3c2NC(=O)CSC3c2ccc3c(c2)OCO3)cc1 (configuration not stated) | · | · | i | 32 | -1.6 | 1029 | i | 16 | 1 | -3 | i | 0.9 | 3.3 | 1.7 | 9.8 | -0.6 | 952 | -0.4%
C=CCN1C(=O)NC(=O)/C(=C/c2ccc(OC)c(COc3ccc(NC(C)=O)cc3)c2)C1=O | -13 | 671 | i | 59 | 0.35 | 1336 | · | · | · | · | i | 0.7 | · | · | · | -0.3 | 1177 | 0.0%
